V-ATPase pH: regulators of yeast V-ATPase proton transport; S. cerevisiae, pHLuorin cytosolic pH fluorescence; response, % at 10 µM; 350,000 tested, 0.37% active; in the data active = response mostly above about 7.3%, no sharp cut-off; inactive = mostly below about 5.4%; also: actives read high; inactives centre near 0; some compounds called inactive have numbers as strong as hits; reference of the scale not given here
Cardiac RTF inh: cardiac RTF calcium desensitization | P19429+P45379 | IANBD-labeled cardiac RTF, Ca2+ fluorescence | inhibition, % at 7.15 µM | 340,000 tested, 0.12% active | AID 493244;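 active = inhibition above the mean inhibition of all tested compounds plus 3 SD, cut at about 17% in these data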;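 also: assay run at fixed EC70 calcium of 1.6 mM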
CAL PDZ FP: inhibitors of human CAL PDZ peptide binding; 300,000 tested, 0.92% active; AID 602252; inhibition, % at 24.9 µM; purified CAL PDZ, TMR-peptide fluorescence polarization, 1 h;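 active = mean inhibition of at least 30% with at least half of replicates also reaching 30%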;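 also: 0% = DMSO neutral control and 100% = excess unlabeled competitor peptide PRC23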
cardiac RTF act: increases calcium sensitivity of human cardiac regulated thin filaments; 340,000 tested, 0.24% active; activation, % at 7.2 µM; AID 493008; IANBD-labeled TnC RTF fluorescence at EC20 calcium; 0% EC20 calcium, 100% full calcium;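 active = activation above the mean over all tested compounds plus 3 SD, cut at about 30% in these data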;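 also: rise in fluorescence read as greater calcium sensitivity of cardiac thin filaments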
Keap1-Nrf2 PPI: inhibitors of human Keap1-Nrf2 protein-protein interaction. Q14145. Keap1 Kelch-Nrf2 peptide fluorescence polarization, 1536-well. inhibition, % at 9.4 µM. 340,000 tested, 0.15% active. AID 504523; in the data active = inhibition above about 12%;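 also: human Keap1 Kelch domain with fluorescein labeled Nrf2 9mer peptide probe; 0% = neutral control wells and 100% = peptide positive control; higher means more block of Keap1 binding to Nrf2 peptide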
C-LANA FP: inhibitors of KSHV LANA C-terminal domain DNA binding; MBP-C-LANA/FAM-LBS DNA binding, fluorescence polarization; inhibition, % at 9 µM; 340,000 tested, 0.078% active; AID 504423;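 active = highest replicate inhibition at or above 60% at 9 µM, even if other replicates fall short; inactive = all replicates below 60% inhibition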;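 also: 0% = neutral control wells and 100% = 4 µM acridine orange control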
OPRM1-OPRD1 inv: mu-delta opioid heterodimer inverse agonism; cell-based MOR-DOR heterodimer luminescence; inhibition, % at 9.3 µM; 340,000 tested, 0.21% active; AID 504357; in the data active = inhibition above about 22%, passing the limit was not always enough;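 also: 0% = cells with DMSO and 100% = wells without cells with DMSO; values of inactives mirror those of a sister screen read the other way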
Target sequence (P35372 whole entry, looked up): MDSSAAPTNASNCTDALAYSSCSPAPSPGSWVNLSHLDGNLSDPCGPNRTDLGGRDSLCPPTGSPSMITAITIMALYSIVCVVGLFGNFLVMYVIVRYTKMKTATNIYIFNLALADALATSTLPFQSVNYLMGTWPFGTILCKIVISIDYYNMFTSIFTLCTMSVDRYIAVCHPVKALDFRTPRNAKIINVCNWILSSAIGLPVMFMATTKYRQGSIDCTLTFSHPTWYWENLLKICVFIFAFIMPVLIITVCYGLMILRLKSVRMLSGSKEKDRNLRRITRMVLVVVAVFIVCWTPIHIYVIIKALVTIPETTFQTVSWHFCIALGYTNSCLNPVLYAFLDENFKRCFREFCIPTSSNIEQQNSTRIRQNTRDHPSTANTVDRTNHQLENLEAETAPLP
Target sequence (P41143 whole entry, looked up): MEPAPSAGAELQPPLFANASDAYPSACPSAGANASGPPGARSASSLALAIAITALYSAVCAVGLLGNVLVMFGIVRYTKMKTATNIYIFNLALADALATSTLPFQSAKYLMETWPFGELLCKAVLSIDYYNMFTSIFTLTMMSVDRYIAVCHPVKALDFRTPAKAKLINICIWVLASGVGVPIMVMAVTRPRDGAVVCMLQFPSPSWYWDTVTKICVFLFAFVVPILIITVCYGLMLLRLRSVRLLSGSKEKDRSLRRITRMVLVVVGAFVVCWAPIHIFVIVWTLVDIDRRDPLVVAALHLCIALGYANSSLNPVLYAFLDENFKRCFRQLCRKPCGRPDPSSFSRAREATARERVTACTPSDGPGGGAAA
HTR5A inv ctr: inverse agonist of human HTR5A in OPRM1-OPRD1 counter-screen; inhibition, % at 9.3 µM; P47898; HTR5A cell line, luminescence, inverse agonism; AID 504634; 340,000 tested, 0.083% active; in the data active = inhibition mostly above about 23%, no sharp cut-off; inactive = mostly below about 18%;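 also: 0% = cells with DMSO and 100% = no-cell wells with DMSO; some compounds called inactive have numbers as strong as hits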
MOR-DOR ag: OPRM1-OPRD1 heterodimerization agonism. 340,000 tested, 0.3% active. activation, % at 9.3 µM. P35372+P41143. cells, luminescence; in the data active = activation above about 18%;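 also: 0% = vehicle-treated cells and 100% = reference agonist; values of inactives mirror those of a sister screen read the other way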
HTR5A ag: counter-screen for OPRM1-OPRD1 agonists: human HTR5A agonism | HTR5A agonist assay, luminescence, cell-based | 340,000 tested, 0.61% active | AID 504692 | activation, % at 9.3 µM | P47898; in the data active = activation mostly above about 9.5%, no sharp cut-off; inactive = mostly below about 7.6%;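 also: 0% = cells with vehicle only and 100% = reference agonist; strong numbers were not always called active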
The depositor's hits bear a star; / = no result given. Rows are unselected (roughly 2.8% active in at least one column).

SMILES	V-ATPase pH	Cardiac RTF inh	CAL PDZ FP	cardiac RTF act	Keap1-Nrf2 PPI	C-LANA FP	OPRM1-OPRD1 inv	HTR5A inv ctr	MOR-DOR ag	HTR5A ag
CC1(C)CC(c2nc(-c3ccc(Br)cc3)cs2)CCS1 (stereo not drawn)	2	-7	0	1	1	0.6	-12	4	1.8	-2
CNC(=S)NCCN1CCOCC1	3	4	-2	-1	2	0.4	7	14	-1.4	13*
Cn1c(CSc2nc3ccccc3n2C)nc2ccccc21	4	-11	-1	4	-3	0.2	8	-16	-1.5	-2
c1ccc2c(CCN3CCNC[C@H]3Cc3cccc4ccccc34)cccc2c1	-2	-11	9	-3	1	0.2	-37	-62	6.4	21
CCOC(=O)c1cc(C#N)c(SCc2cccc3ccccc23)nc1C	1	-11	-3	3	-2	-0.3	15	0	-2.6	0
CS(=O)(=O)c1ccc(C(=O)NC(Cc2ccccc2)c2ccccc2)cc1 (stereo not drawn)	-1	11	-5	-4	2	-1.9	-21	-15	2.6	5
CCOCCc1nnc(NC(=O)c2cc(OC)c(OC)c(OC)c2)s1	-1	-5	-3	-3	-3	-0.5	15	-5	-2.8	1
Cc1cccc(N2CCN(C(=O)c3cccc(N4C(=O)C5C6C=CC(C6)C5C4=O)c3)CC2)c1C (stereo not drawn)	1	-12	-5	-3	2	-0.6	-9	-7	1.7	2
O=C1OCC2=C1C(c1ccc(F)cc1)c1cc3c(cc1N2)OCO3 (stereo not drawn)	2	12	0	4	-6	-0.3	9	8	-2.1	-3
COc1ccc(N2CC(C(=O)N[C@@H](C)C(=O)NCc3ccccc3OC)CC2=O)cc1 (stereo partly drawn)	-2	-9	2	4	0	0.5	7	6	-1.4	5
Cc1[nH]n(-c2ccccc2)c(=O)c1C=Nc1ccc(S(=O)(=O)Nc2nccs2)cc1	-1	1	0	1	-4	-0.6	12	2	-2.3	-1
CC(=O)Nc1ccc(S(=O)(=O)NCCSCc2cccc(Cl)c2)cc1	3	-1	1	0	-3	0.6	3	12	-0.6	-4
O=C(CNCc1ccccc1)NC1C2CC3CC(C2)CC1C3 (stereo not drawn)	0	-4	-7	-2	-6	-2.8	2	-1	-0.4	0
COCC(=O)NC1CCN(S(=O)(=O)c2cccc(C(C)=O)c2)CC1	1	0	-5	16	-2	-0.1	3	21	-0.6	0
CCOC(=O)N1CCN(C(=O)C(CC)c2ccccc2)CC1 (stereo not drawn)	1	11	-2	3	2	-0.8	14	-14	-2.7	3
O=C(COc1ccccc1O)Nc1ccc(Cl)cc1	-2	-15	3	3	-8	-1.3	-49	-11	8.6	0
CCN(CC)CCNc1nc(C(F)(F)F)nc2c1nnn2Cc1ccccc1	0	2	7	-7	-1	-0.6	-14	-17	3.1	5
CSC1=NCCN1C(=O)C12CC3CC(CC(C3)C1)C2	-1	-3	5	7	-1	-2.9	5	3	-1.1	-1
O=C1[C@H](O)[C@@H](O)C(=O)N1Cc1ccccc1	1	-9	-4	0	-6	-0.6	6	11	-1.3	-3
O=C(c1ccc(N2CCCC2=O)cc1)N1CCN(c2cccc(C(F)(F)F)c2)CC1	-3	-22	-10	-4	-5	-1.3	15	-1	-2.9	0
COC(=O)c1ccc2c(=O)n(CCO)c(=S)[nH]c2c1	5	-39	-2	-4	-2	-0.9	4	-13	-0.8	5
COc1cccc(OC)c1C(=O)Nc1cc(C)on1	/	-6	-2	1	6	1.6	-23	-11	3.9	0
Cc1c(NC(=O)C2CCCO2)cccc1[N+](=O)[O-] (stereo not drawn)	1	4	-3	4	2	-0.4	13	19	-2.4	3
COc1cccc(NC2c3ccccc3C(=O)N2Cc2ccco2)c1 (stereo not drawn)	-4	-13	-4	2	-5	-0.2	-2	-13	0.3	4
Cc1occc1C(=O)Nc1sc2c(c1C(N)=O)CCCCC2	-5	-5	-1	-8	-3	-1.5	6	6	-1.1	1

Carrying on:
SMILES	V-ATPase pH	Cardiac RTF inh	CAL PDZ FP	cardiac RTF act	Keap1-Nrf2 PPI	C-LANA FP	OPRM1-OPRD1 inv	HTR5A inv ctr	MOR-DOR ag	HTR5A ag
CC1COC(=O)C(NNc2ccc(Cl)c(Cl)c2)=N1 (stereo not drawn)	0	-2	/	8	-1	-0.1	30*	-29	-5.7	10
Cc1ccc(CNC(=O)C2CCCN2S(=O)(=O)c2ccc(Cl)cc2)cc1 (stereo not drawn)	0	-11	0	-11	0	-1.2	-2	3	0.4	-1
CC(=O)C(C)n1cnc2scc(-c3ccc(C)cc3)c2c1=O (stereo not drawn)	-4	0	-6	0	-3	-1.5	9	0	-1.8	0
O=C(CNc1ccc(Oc2ccccc2)cc1)N1CCOCC1	-1	-2	-3	-1	5	0.1	11	-8	-2.5	2
COc1cccc(-c2cc(C(=O)NCC3CCCO3)c3cc(Br)cc(C)c3n2)c1 (stereo not drawn)	-2	-15	-4	5	0	0.1	2	8	-0.4	4
CC(OC(=O)C1CCN(c2ccc(C(F)(F)F)cn2)CC1)C(=O)Nc1ccc(S(N)(=O)=O)cc1 (stereo not drawn)	2	8	-5	-2	4	0.4	-2	-8	0.4	2
COc1ccc(CNC(=O)Cc2c(C(=O)O)[nH]c3ccccc23)c(OC)c1	/	1	7	-1	-4	0.5	11	-4	-1.9	1
CCCOc1cc(C)c(S(=O)(=O)n2ccc(C)n2)cc1C	2	-8	-5	1	1	-1.0	-11	-3	2.5	-2
Cc1cc(OCC(=O)NC2CC(C)(C)NC(C)(C)C2)c2c(C)cc(=O)oc2c1	7	-8	-5	0	-2	-1.4	13	-1	-2.5	-4
COC(=O)c1cc(-c2ccccc2)on1	-2	7	-1	1	-1	0.4	10	-13	-1.7	0
CN(C)CCCNC(=O)C(=O)Nc1ccc2c(c1)N(S(=O)(=O)c1cccs1)CCC2	-1	-23	-5	-2	-2	0.2	2	12	-0.2	-4
O=C(c1ccncc1)N1CCN(C(=O)c2ccncc2)CC1	3	0	/	1	-1	-1.0	5	-13	-0.8	-1
CCOc1ccccc1N1CCN(C(=O)/C=C/c2cccc([N+](=O)[O-])c2)CC1	-3	-4	-2	-11	-5	3.1	0	-10	0.0	-1
COc1ccc(/C=N/NC(=O)CCn2c3ccccc3c3ccccc32)cc1O	3	-2	-3	-17	-5	-0.1	-2	9	0.3	8
CN(C)c1cc(Cl)c2nonc2c1N	8	-1	/	7	-12	3.8	-3	9	0.6	-3
COc1ccccc1OCCC(=O)OCC(=O)Nc1cccc(Br)c1	0	-17	1	-2	1	0.8	4	3	-0.6	-3
C=CCc1ccccc1Oc1cc(F)nc(N)n1	1	-2	/	0	-2	-1.6	9	-30	-1.7	-1
CCCCC(=O)O[C@H]1CC[C@H]2[C@@H]3CCc4cc(O)ccc4[C@H]3CC[C@]12C	-3	4	-2	0	-9	0.7	-19	-18	3.4	3
O=C(Oc1ccc(Cl)c2cccnc12)c1cccc([N+](=O)[O-])c1	-1	-17	-3	5	-1	-0.3	5	20	-1.1	1
O=C(N/N=C/c1ccc(Cl)cc1)c1sccc1OCc1ccc(F)cc1	2	3	-6	-3	4	-0.4	19	-4	-3.4	-4
Cc1ccc(S(=O)(=O)NCC(=O)OCC(=O)c2c(N)n(C)c(=O)n(C)c2=O)cc1	-3	-7	7	13	-1	0.9	-15	-3	2.6	1
COc1ccc(/C=C2\SC(=Nc3ccccc3OC)NC2=O)cc1	2	-10	-3	-2	-4	0.5	0	-1	0.0	0
CCSc1nnc(NC(=O)c2ccc(S(=O)(=O)N(C)C)cc2)s1	0	-8	-3	2	0	-1.4	13	7	-2.2	-3
O=C(CCN1C(=O)c2ccccc2S1(=O)=O)Nc1cc(Cl)ccc1Cl	5	0	-1	-2	-2	-0.5	9	14	-1.7	-6
CCN1CCN(C(=O)CN(c2ccc(F)c(Cl)c2)S(C)(=O)=O)CC1	-3	4	-1	12	-4	-2.4	11	-15	-2.2	0

3 records drawn at random from the list so far, as already listed:
SMILES	V-ATPase pH	Cardiac RTF inh	CAL PDZ FP	cardiac RTF act	Keap1-Nrf2 PPI	C-LANA FP	OPRM1-OPRD1 inv	HTR5A inv ctr	MOR-DOR ag	HTR5A ag
COc1ccc(/C=C2\SC(=Nc3ccccc3OC)NC2=O)cc1	2	-10	-3	-2	-4	0.5	0	-1	0.0	0
COC(=O)c1cc(-c2ccccc2)on1	-2	7	-1	1	-1	0.4	10	-13	-1.7	0
CNC(=S)NCCN1CCOCC1	3	4	-2	-1	2	0.4	7	14	-1.4	13*

Further entries
SMILES	V-ATPase pH	Cardiac RTF inh	CAL PDZ FP	cardiac RTF act	Keap1-Nrf2 PPI	C-LANA FP	OPRM1-OPRD1 inv	HTR5A inv ctr	MOR-DOR ag	HTR5A ag
CC(OC(=O)c1ccc(NC(=O)CC#N)cc1)C(=O)NCCC1=CCCCC1 (stereo not drawn)	0	-6	/	-5	-9	-0.7	7	-6	-1.7	-5
Cc1ccc(NC(=O)c2cccc(S(=O)(=O)N(C)c3ccccc3)c2)cc1S(=O)(=O)N1CCOCC1	1	-8	-4	6	-3	-1.4	1	-6	-0.2	2
CC1CN(Cc2nc3c(c(=O)n(C)c(=O)n3C)n2CCCc2ccccc2)CC(C)O1 (stereo not drawn)	0	-2	-7	-4	-4	3.6	5	4	-1.2	-2
C=CCSc1nc2ccccc2n2cnnc12	-1	-4	-3	-1	2	-1.1	7	-15	-1.3	4
COc1ccc2c3c([nH]c2c1)C1(NCC3)C(=O)Nc2ccccc21 (stereo not drawn)	2	-14	-1	-2	-3	-1.4	-3	6	0.6	-2
CC1(C)CC(=O)C2=C(C1)N(c1ccccc1)C(=O)CC2c1ccsc1 (stereo not drawn)	2	1	/	-4	2	-0.8	20	2	-3.8	-1
CN(C(=O)CC1C(=O)NCCN1Cc1cccc(C(F)(F)F)c1)C1CCOCC1 (stereo not drawn)	7	-1	/	0	-4	0.7	0	-10	0.0	4
Cc1ccc(-c2cc(C(=O)N/N=C/c3ccccc3O)n[nH]2)o1	-5	8	-3	5	0	0.2	-18	-16	3.2	7
Cn1cc(C(=O)NCCO)c(=O)c2ccccc21	-4	-2	-3	3	2	0.2	5	-12	-1.1	4
COc1ccc(-c2nn(-c3ccccc3)cc2C(=O)NCC2CCCO2)cc1 (stereo not drawn)	2	4	/	-3	3	0.7	9	-10	-2.1	4
C=CCNC(=O)C1CCN(S(=O)(=O)CC)CC1	3	-2	-3	5	-1	-0.8	-5	-12	0.8	5
O=c1[nH]c(=S)[nH]c2scc(-c3ccc(Br)cc3)c12	3	-8	1	-3	-2	0.0	9	7	-1.8	-3
CC(C)CCOc1cccc(OCC(=O)NC2CCS(=O)(=O)C2)c1 (stereo not drawn)	1	0	-2	-3	1	-1.0	10	-3	-2.0	1
COc1ccccc1NC(=O)CSc1nc(=O)n2cc(C)ccc2n1	5	2	-2	3	-1	0.3	17	14	-3.2	-5
COc1ccccc1N1CCN(C(=O)Cn2ncc3c([nH]c4ccccc43)c2=O)CC1	-1	-3	-1	7	2	-1.2	2	2	-0.3	0
Cc1ccc2cc(C#N)c(N3CCCN(S(=O)(=O)c4ccccc4)CC3)nc2c1	1	-9	-3	4	-3	0.6	-11	12	2.1	-4
CCN(C(=O)COC(=O)/C(C#N)=C/c1ccc(N(C)C)cc1)C1CCS(=O)(=O)C1 (stereo not drawn)	-2	-4	-6	0	-7	-3.9	12	-1	-2.4	0
COc1ccc(-c2csc(N3C(=N)SCC3=O)n2)cc1	1	-1	-3	-8	0	-0.9	6	8	-1.1	0
CC1CCCCN1C(=O)CSc1nc2ncccc2[nH]1 (stereo not drawn)	-2	-4	-5	1	4	-0.9	9	5	-1.7	2

From PubChem BioAssay
